# High-throughput results from PubChem.
# Bim-Bcl-B = disrupts Bim peptide binding to human Bcl-B. inhibition, % at 10 µM. AID 951. 0.073% of 190,000 active. bead-based flow cytometry. Q9HD36;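 further: 0% = tracer peptide without compound and 100% = reference inhibitor peptide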
# Target sequence (Q9HD36 whole entry, looked up): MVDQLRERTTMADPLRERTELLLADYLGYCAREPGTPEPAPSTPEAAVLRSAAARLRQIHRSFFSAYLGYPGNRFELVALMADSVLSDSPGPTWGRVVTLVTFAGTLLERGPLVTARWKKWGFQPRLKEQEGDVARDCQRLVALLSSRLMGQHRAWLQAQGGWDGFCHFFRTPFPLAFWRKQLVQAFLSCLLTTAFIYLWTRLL
# ABCG2 block = human ABCG2 inhibition, ABCB1 as counter-screen; Q9UNQ0; IgMXP3 cells, JC-1 efflux, flow cytometry; inhibition, % at 6.6 µM; 0.1% of 190,000 active; AID 1325;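 active means inhibition above 80%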;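 further: 0% = DMSO and 100% = nicardipine control wells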
# Target sequence (Q9UNQ0 whole entry, looked up): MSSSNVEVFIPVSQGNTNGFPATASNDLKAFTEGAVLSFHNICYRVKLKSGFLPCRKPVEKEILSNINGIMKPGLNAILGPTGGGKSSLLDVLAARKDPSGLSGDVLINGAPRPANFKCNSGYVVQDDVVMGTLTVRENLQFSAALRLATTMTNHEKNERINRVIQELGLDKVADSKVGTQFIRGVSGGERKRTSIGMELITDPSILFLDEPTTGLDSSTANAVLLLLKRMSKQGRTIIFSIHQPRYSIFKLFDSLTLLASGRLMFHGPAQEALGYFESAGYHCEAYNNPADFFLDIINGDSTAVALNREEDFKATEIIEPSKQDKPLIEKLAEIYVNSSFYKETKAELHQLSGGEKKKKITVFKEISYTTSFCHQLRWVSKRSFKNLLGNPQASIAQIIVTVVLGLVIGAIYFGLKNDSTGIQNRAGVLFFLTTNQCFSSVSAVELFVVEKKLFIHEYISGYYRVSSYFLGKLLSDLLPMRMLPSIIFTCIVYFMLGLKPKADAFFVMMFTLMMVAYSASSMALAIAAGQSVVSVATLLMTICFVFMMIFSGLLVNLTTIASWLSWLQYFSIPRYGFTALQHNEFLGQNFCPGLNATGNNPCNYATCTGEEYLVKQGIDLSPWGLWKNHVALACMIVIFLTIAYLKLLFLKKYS
#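 Measure – % inhibition of efflux relative to nicardipine and DMSO · Test system – ABCG2 IgMXP3 and barcoded ABCB1 CCRF-Adr cell mix · Control set – nicardipine as high control, DMSO as low control · Compound – one concentration, 6.6 µM final · Signal – flow cytometry of retained JC-1 fluorescence · Timing – 10 min exposure at 25 °C with rotation, no wash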
# ABCB1 inh = inhibitors of human ABCB1 transporter, ABCG2 counter-screen; P08183; CCRF-Adr cells, JC-1 efflux, flow cytometry; inhibition, % at 6.6 µM; 0.067% of 190,000 active; AID 1326; in the data active means inhibition above about 40%;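 further: 0% = vehicle and 100% = reference inhibitor; higher value means more JC-1 retained so stronger ABCB1 efflux block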
# Bcl-XL Bim block = disrupts Bim peptide binding to human Bcl-XL; Q07817; bead flow cytometry, fluorescence; inhibition, % at 10 µM; 0.04% of 190,000 active
# Bcl-W Bim block = inhibitors of Bim-Bcl-W interaction, human; Q92843; 0.02% of 190,000 active; bead-based flow cytometry, Bim peptide-Bcl-W binding; inhibition, % at 10 µM;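 further: 0% = bound tracer without compound and 100% = peptide blocker; higher means less fluorescent Bim peptide bound to Bcl-W beads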
# Target sequence (Q92843 whole entry, looked up): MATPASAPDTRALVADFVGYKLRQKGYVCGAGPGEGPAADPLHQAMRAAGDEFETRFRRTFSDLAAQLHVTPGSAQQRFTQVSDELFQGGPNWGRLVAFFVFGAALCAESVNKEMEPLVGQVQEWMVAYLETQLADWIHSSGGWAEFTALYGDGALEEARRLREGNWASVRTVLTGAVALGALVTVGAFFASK
# RGS4-Gao reg = human RGS4-Galphao interaction regulation; binding response (% of control), % at 10 µM; Multiplexed bead flow cytometry, RGS4-Galphao binding; actives lie on both sides; AID 1415; 0.33% of 220,000 active; P09471; in the data active means binding response below about 49% or above about 150%; inactive means in between;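 further: fluorescent Galphao activated with aluminum fluoride binding bead-coupled RGS4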
# RGS8-Gao reg = human RGS8-Galphao interaction regulation; P09471; multiplexed bead flow cytometry, RGS8-Galphao binding; actives lie on both sides; response (percent of control binding), % at 10 µM; 0.34% of 220,000 active; in the data active means response below about 60% or above about 140%; inactive means in between;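 further: Galphao activated as the GDP aluminium fluoride complex binding bead-coupled RGS8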
# Bcl-2 Bim block = human Bim-Bcl-2 interaction inhibition; P10415; Bead-based flow cytometry, Bim peptide-Bcl-2 binding; inhibition, % at 10 µM; 0.06% of 190,000 active; AID 950; in the data active means inhibition above about 40%; inconclusive means no clear call, values can overlap the other calls;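 further: 0% = no compound wells with probe peptide and 100% = reference peptide inhibitor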
# GSH bead fluor = compound fluoresces at 488/530 nm on GSH beads; fluorescence (KMESF) at 10 µM; 0.25% of 190,000 active; GSH beads flow cytometry, compound fluorescence 488/530 nm; stronger effect = higher value; in the data active means fluorescence above about 89;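 further: glutathione beads carrying GST-tagged Bcl family fusion proteins plus one bare bead set; values are compound well signal with DMSO vehicle wells as background; inactives centre near 16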
# Bfl-1 Bim block = inhibitors of Bim-Bfl-1 interaction, human. Q16548. Bead-based flow cytometry, Bim-Bfl-1 binding inhibition. inhibition, % at 10 µM. 0.12% of 190,000 active;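 further: 0% = wells without compound plus tracer and 100% = blocker peptide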
# RGS7-Gao = human RGS7-Galphao interaction regulation. P09471. Multiplexed bead flow cytometry, RGS7-Galphao binding; actives lie on both sides. binding response (% of control), % at 10 µM. 0.35% of 220,000 active; in the data active means binding response below about 49% or above about 150%; inconclusive means no clear call, values can overlap the other calls; inactive means in between;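 further: fluorescent Galphao held in activated GDP-AlF4 state binding bead-coupled RGS7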
# The depositor's hits bear a star; u = inconclusive; x = no result given. Unless noted, no stated cut-off is given here; in the data, active means inhibition above about 40%.
SMILES,Bim-Bcl-B,ABCG2 block,ABCB1 inh,Bcl-XL Bim block,Bcl-W Bim block,RGS4-Gao reg,RGS8-Gao reg,Bcl-2 Bim block,GSH bead fluor,Bfl-1 Bim block,RGS7-Gao
COC(=O)c1ccc(-c2csc(NC(=O)c3ccc(S(=O)(=O)N4CCc5ccccc5C4)cc3)n2)cc1,-3,-3,-0.2,0,-4,101,102,-1,8,-2,103
Cc1cccc(-n2c(O)c(/C=N/NC(=O)c3ccccc3Cl)c3ccccc3c2=O)n1,1,-4,-0.8,-1,-3,106,108,-1,11,0,102
Cc1ccc(-c2nc3cc(NS(=O)(=O)c4ccc(C)cc4)ccc3o2)cc1,-6,1,0.2,-1,-2,101,98,-10,48,-13,99
C=C(C)C1CC=C(C)/C(=N/NC(=O)COc2ccc(C)cc2)C1 (configuration not stated),2,0,-0.1,4,2,90,94,-10,16,8,89
CC1CCCC(C)N1CC(O)COCC1COc2ccccc2O1 (configuration not stated),0,1,0.6,1,0,102,101,-2,67,-4,100
Cc1cc(Nc2cccc(C)c2C)n2ncnc2n1,-9,-2,-0.8,-4,-5,101,101,0,14,-2,101
Cc1ccc(CN2C(=O)CCC2C(=O)NCCCN2CCCC(C)C2)cc1 (configuration not stated),-4,6,1.0,0,4,102,103,-6,13,-6,106
CO/N=C/CC(=O)c1cnc(-c2ccccc2)s1,0,2,-0.3,0,-2,98,101,-3,11,-4,95
O=C(NC1CCc2ccccc21)C1CCN(S(=O)(=O)c2ccc(-n3cnnn3)cc2)CC1 (configuration not stated),-6,0,-1.0,-1,1,99,101,-9,23,-12,98
COc1ccccc1NC(=O)c1cc(Sc2nncn2C)nc2ccccc12,-6,3,0.6,-2,-1,100,103,0,27,-2,99
COc1cc(C)c(S(=O)(=O)N2CCOCC2)cc1C(C)C,-10,2,0.4,-7,-5,104,102,-10,9,-10,104
CCCOC(=O)c1ccc(NC(=O)C2C3C=CC(O3)C2C(=O)O)cc1 (configuration not stated),2,0,0.1,-10,1,116,119,3,244*,1,110
O=S(=O)(/C=C/c1ccccc1)Nc1ccc(N2CCOCC2)cc1,6,2,1.0,-4,1,98,99,-5,27,-5,97
Cc1cc(S(=O)(=O)N(Cc2cccs2)Cc2ccccc2F)ccc1-n1cnnn1,-8,5,2.0,-9,-2,97,99,-3,10,0,99
NC(=O)N1CCCC1C(=O)Nc1ccc(Cl)c(Cl)c1 (configuration not stated),-4,1,0.2,3,-1,100,98,-1,11,0,99
CCOC(=O)C(CC)(CC)C(=O)/C=C/c1ccc(Br)cc1,-5,0,0.0,-1,-3,102,102,-6,5,-16,101
CCOC(=O)CSc1nnc(NCC(=O)OC)c(=O)[nH]1,-4,1,0.6,-3,2,99,94,-5,11,-5,99
Cc1cc(NC(=NC2CC2)c2ccccc2F)n(-c2ccccc2)n1,-12,1,0.2,-3,-3,103,102,-1,23,0,105
Cc1nc(SCC(=O)OCc2ccccc2)c2c(=O)n(C)c(=O)n(C)c2n1,-4,4,1.3,-2,2,98,99,-6,12,-4,97
CC1CCCN(c2cc(N(C)CCO)c([N+](=O)[O-])c3nonc23)C1 (configuration not stated),-3,17,0.4,2,-1,100,101,-5,19,-5,97

# Taken from above:
# O=C(NC1CCc2ccccc21)C1CCN(S(=O)(=O)c2ccc(-n3cnnn3)cc2)CC1 (configuration not stated) in Bcl-XL Bim block has -1
# Cc1ccc(-c2nc3cc(NS(=O)(=O)c4ccc(C)cc4)ccc3o2)cc1 in Bcl-2 Bim block has -10
# Cc1cc(S(=O)(=O)N(Cc2cccs2)Cc2ccccc2F)ccc1-n1cnnn1 in Bcl-XL Bim block has -9
# CC1CCCN(c2cc(N(C)CCO)c([N+](=O)[O-])c3nonc23)C1 (configuration not stated) in RGS8-Gao reg has 101
# Cc1nc(SCC(=O)OCc2ccccc2)c2c(=O)n(C)c(=O)n(C)c2n1 in Bcl-XL Bim block has -2
# COc1ccccc1NC(=O)c1cc(Sc2nncn2C)nc2ccccc12 in RGS8-Gao reg has 103

# Part of the list above, limited to Bfl-1 Bim block.
Compound	Bfl-1 Bim block
CO/N=C/CC(=O)c1cnc(-c2ccccc2)s1	-4
COC(=O)c1ccc(-c2csc(NC(=O)c3ccc(S(=O)(=O)N4CCc5ccccc5C4)cc3)n2)cc1	-2

# New compounds follow:
SMILES,Bim-Bcl-B,ABCG2 block,ABCB1 inh,Bcl-XL Bim block,Bcl-W Bim block,RGS4-Gao reg,RGS8-Gao reg,Bcl-2 Bim block,GSH bead fluor,Bfl-1 Bim block,RGS7-Gao
COc1ccccc1C(=O)COC(=O)c1ccccc1OCC(=O)Nc1ccc(SC(F)F)cc1,-2,7,1.7,-4,-1,100,100,-2,11,0,100
COc1cccc(CNC(C)C(=O)Nc2ccc3c(c2)OCCO3)c1 (configuration not stated),4,24,2.1,2,-2,102,101,-4,11,2,112
Cn1cccc1/C=N/n1c(-c2ccco2)n[nH]c1=S,-20,12,-0.4,-1,-1,101,100,0,16,0,u
CC(C)(C)c1ccc(CNc2cc(N3CCOCC3)ccc2[N+](=O)[O-])cc1,-1,5,0.6,-1,-2,99,101,-4,13,-2,99
O=C(CSc1ncn[nH]1)Nc1nnc(-c2ccccc2)s1,-4,4,0.2,-1,1,100,100,-4,22,-9,102
OC1CCN(c2ncnc3nc[nH]c23)CC1,-4,2,0.7,-3,1,95,97,-2,26,-6,97
COc1ccc(/C=N/OC(=O)Nc2ccccc2OC)cc1,0,8,0.6,-3,0,101,100,-2,63,0,98
C/C(=N\NC(=O)COc1ccc(C(C)(C)C)cc1)c1ccc(N2CCOCC2)cc1,-4,13,1.0,-6,-1,105,101,-6,10,-17,104
CCn1c(SCC(=O)N2CCN(c3ccccc3F)CC2)nnc1-c1ccoc1C,-12,1,0.5,-3,-1,94,97,-4,15,-9,97
COc1cccc(CNC(=O)C2=C(C)C(=O)OC23CCC(C)CC3)c1 (configuration not stated),-5,1,0.2,11,1,102,101,-5,49,-6,102
S=C(Nc1ccccc1)N1CCn2c1nc1ccccc12,-7,3,-0.3,-6,-1,99,103,-10,22,-17,107
COc1ccc(-c2cc(C3CC3)nc3sc(C#N)c(N)c23)cc1,-6,4,1.0,-1,-2,98,100,0,17,-1,94
Cc1cc(N2CCOCC2)nc2ccc(NC(=O)C3CCC(C)CC3)cc12 (configuration not stated),0,0,0.9,0,0,103,100,-1,13,0,100
COC(=O)c1cccc(S(=O)(=O)N(Cc2ccco2)Cc2cc3cc(OC)c(OC)cc3[nH]c2=O)c1,-6,14,0.1,3,5,106,102,-7,38,-8,105
O=C(OCCCCN1C(=O)c2ccccc2C1=O)c1ccc(S(=O)(=O)N2CCCC2)cc1,-6,4,1.5,0,0,102,101,-8,266*,-13,104
C=CCn1c(CNc2ccc(C)cc2)nnc1SCC(=O)N/N=C/c1ccc(O)cc1,-8,1,-0.2,-7,-2,98,98,-8,21,-19,103
CC(=O)c1c(N2CCN(c3ccc(F)cc3)CC2)nc(=S)n(Cc2ccccc2)c1C,-2,4,x,-1,-1,101,102,0,12,2,102
Nc1ncc(Br)cc1Br,-7,4,0.9,-7,-2,101,103,-9,15,-7,102
CC1=C(C(=O)Nc2ccccc2)C(c2cccc([N+](=O)[O-])c2)Nc2nc3ccccc3n21 (configuration not stated),-9,0,-0.3,-4,-5,98,99,-2,23,-4,103
Cc1cc(C)n(-c2nc3ccccc3nc2Nc2ccc3[nH]c(=O)[nH]c3c2)n1,-8,8,-0.5,-8,-4,103,107,-1,27,-8,103
CCOc1cc(C(=O)Nc2cc(C)ccc2C)ccc1OCC(=O)N1CCCCC1,-3,11,1.3,-7,-3,103,103,-5,11,0,105
NCCN=C1NS(=O)(=O)c2ccccc21,-3,0,0.2,-5,-4,101,98,0,17,1,99
CC1(C(=O)NCc2ccc(Cl)c(Cl)c2)Oc2ccccc2NC1=O (configuration not stated),12,4,1.3,4,6,99,104,7,25,10,102
C/C=C(\C)CN1CCN(c2ccccc2F)CC1,-6,-6,0.6,-5,-1,99,100,-6,35,-12,99
N#C/C(=C/c1ccc(Br)s1)C(=O)NCCc1c[nH]c2ccccc12,1,37,0.6,1,2,101,100,0,12,3,99
O=c1c2cc(NC(=S)NC3CCN(Cc4ccccc4)CC3)ccc2nc2n1CCCCC2,0,6,0.7,0,1,103,101,2,9,-1,107
CC(CSc1nc2ccccc2s1)Cn1c(N2CCCC2)nc2c1c(=O)[nH]c(=O)n2C (configuration not stated),-6,13,6.5,-4,0,101,100,-6,24,-8,97
COCCNC(=O)C(C)OC(=O)c1nsc(Cl)c1Cl (configuration not stated),-2,2,2.1,-2,0,92,94,0,15,0,91
Cc1ccc(C(C)NC(=O)C2CCCO2)cc1C (configuration not stated),-7,0,0.3,-5,0,x,x,-7,19,-11,x
CCOC(=O)Cc1csc(SCC(=O)NC2CCCCC2)n1,-9,11,0.3,-7,-4,105,103,-8,11,-17,103
O=C(NCCN1CCCC1)c1ccc(Cl)cc1,3,1,0.0,3,5,107,107,2,21,-2,104
COc1ccc(C(=O)Nc2cc(=O)n(C)c(=O)n2C)cc1,-3,0,-0.1,0,-2,100,102,0,9,-7,101
Cc1cc(NCCCN2CCOCC2)n2ncc(-c3ccc(Cl)cc3)c2n1,-3,5,1.0,-2,-3,103,101,-3,22,-1,100
O=C(NN1C(=O)c2ccccc2NC1c1ccccn1)c1ccc(Br)cc1 (configuration not stated),0,2,0.2,1,5,109,105,-1,9,-4,107
COc1ccc(C(O)C(CN2CCOCC2)c2ccccc2)cc1F (configuration not stated),-13,2,0.5,-3,-4,110,109,-12,25,-15,104
CCOc1ccc(CNC(=O)CCS(=O)(=O)Cc2cccc(Cl)c2)cc1OC,-2,13,0.7,-2,0,99,100,0,19,-5,103
COc1ccc(CCNC(=O)CCC(=O)Nc2ccc3nc(N4CCN(C)CC4)cc(C)c3c2)cc1OC,-2,0,0.1,-5,2,101,101,1,11,-7,101
CCOC(=O)CSc1nc2cc3c(cc2cc1C)OCO3,-4,21,-0.6,-4,-2,114,98,0,12,-7,140
COc1cc(SC)ccc1C(=O)Nc1ncc(C)s1,-1,16,-0.4,-2,-2,103,103,0,13,-5,106
O=C1C(C=Nc2ccc(F)cc2)=C(O)c2ccccc21,-3,2,0.1,-5,-6,104,104,-5,9,-5,100
CCc1nnc(NC(=O)CSc2nnc(C)n2-c2ccc(C)cc2)s1,-9,4,0.5,-10,0,100,99,-11,11,-11,101
CN(C)CCNC(=O)C(=O)NCC1OCCN1S(=O)(=O)c1ccc([N+](=O)[O-])cc1 (configuration not stated),-4,10,4.6,-4,-2,98,99,0,10,-1,98
O=C(OCn1ncc(Br)c(Br)c1=O)c1ccc(F)cc1,-4,1,0.8,-2,0,91,93,-3,30,-5,96
Cc1ccc(/C=C(/C#N)C(=O)NC(=O)Oc2ccccc2)cc1,-1,4,0.6,-4,-2,101,102,0,46,-7,100
COc1ccc(-c2csc3nc(-c4ccccc4)oc(=O)c23)cc1OC,-5,0,-1.6,2,1,99,102,3,12,-2,99
COc1ccc(C2CC(c3cccs3)=NN2C(=O)COC(=O)c2cncc(Br)c2)cc1OC (configuration not stated),-7,1,2.0,-2,-1,103,102,0,14,-6,u
